Screening data from PubChem.
INS-1E GSIS act – GLuc luminescence reporter in INS-1E cells, primary screen for activators of glucose-dependent secretion of insulin. INS-1E GLuc reporter insulin secretion, 2-3 h. activation, % at 16.6 µM. hit rate 0.61% among 370,000;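 active means lowest replicate activation of at least 40%, so every replicate reaches that level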;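 further: 0% = median of neutral control wells and 100% = median of IBMX positive control wells; some compounds called inactive have numbers as strong as hits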
FN deposit inh – fibronectin deposition inhibition | AH1F fibroblasts, Alexa488-fibronectin deposition fluorescence, overnight | inhibition, % at 12.6 µM | hit rate 0.086% among 350,000 | AID 743247;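 active means mean inhibition across replicates of 30% or more, regardless of how many single replicates reach that level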;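 further: positive control wells lacked labelled fibronectin entirely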
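Assay system: AH1F fibroblasts / Quantity: 10000 cells per well / Medium: DMEM plus 2% serum, read in PBS / Reagent: labelled fibronectin 24 nM / Dosing: single dose, pinned / Times: 1 h cell attachment, overnight exposure to compound and label / Signal: fluorescence, ex 485 nm, em 525 nm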
PGC1a acetyl inh – modulators of PGC1a acetylation; inhibition, % at 15.6 µM; U2OS PGC1a acetylation, AlphaScreen anti-acetyl-lysine; with virally co-expressed GCN5 acetyltransferase; hit rate 0.17% among 350,000; AID 651687;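 active means every replicate shows inhibition of at least 40%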;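 further: 0% = neutral control wells and 100% = positive control wells; some results beyond the cut were filed as inactive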
Cneo AK release – Cryptococcus neoformans lysis via adenylate kinase release | AID 651654 | C. neoformans lysis, adenylate kinase release luminescence, 4 h; normalised: neutral wells 0, clomiphene wells 100 | hit rate 0.2% among 360,000 | lysis activity, % at 15 µM;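 active means mean lysis activity across replicates of at least 80%, whatever share of replicates individually reach that level; inactive means mean lysis activity below 80%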
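Material: C. neoformans cells; Schedule: 4 h static compound exposure, 37 °C, read 1 h post-reagent; Measured by: adenylate kinase release luminescence; Read-out: signal increase indicating cell lysis; Controls: Clomiphene as positive lysis control.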
Statin myotox sup – suppressors of simvastatin-induced myotoxicity in C2C12 myotubes; rescue of ATP level, % at 7.49 µM; AID 602340; ATP luminescence, 48 h; scaled: DMSO 0, geranylgeraniol control 100; hit rate 0.78% among 330,000;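 active means mean ATP rescue above about 67%, or every replicate alone reaching that limit, limit read from the data, passing the limit was not always enough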;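 further: myotubes were challenged with 10 µM simvastatin during compound exposure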
PglD inh – blocks C. jejuni PglD acetyltransferase activity; purified PglD enzyme, DTNB colorimetric CoA detection; inhibition, % at 12.5 µM; hit rate 0.098% among 360,000; AID 602405; in the data active means inhibition above about 16%, passing the limit was not always enough; further: strong numbers were not always called active
CFTR F508del cor – CFTR F508del correction in bronchial cells. CFBE cells, YFP halide quenching; stimulated with forskolin plus potentiator P3; % fluorescence drop versus neutral controls. activity (quench increase), % at 7.58 µM. hit rate 0.36% among 350,000. AID 720511;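 active means mean added fluorescence quench of at least 8% versus neutral control, with both replicates also reaching 8%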;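 further: cells transiently co-express mutant CFTR-F508del with the halide-sensitive YFP; corrector assay measuring rescue of mutant channel to the surface after 24 h compound exposure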
miR122 inh – miR-122 inhibition in Huh7 cells; Huh7 miR-122 Renilla luciferase sensor, 48 h; neutral wells = 0, positive control = 100; activation (reporter increase), % at 12.5 µM; hit rate 0.3% among 340,000;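 active means mean replicate activation score at least 90 and every replicate individually at or above 90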;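 further: higher luciferase means less miR-122 activity so hits act as miR-122 inhibitors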
Active calls of the source: *; . = no result given; [ ] = another dose, or the depositor's remark.

SMILES	INS-1E GSIS act	FN deposit inh	PGC1a acetyl inh	Cneo AK release	Statin myotox sup	PglD inh	CFTR F508del cor	miR122 inh
O=C(Nc1ccc(Br)cc1)c1ccc(Br)c(S(=O)(=O)Nc2cccnc2)c1	4	.	3	5	.	-8	.	18
NC(=O)c1cc(NC(=O)CCCc2nc3ccccc3s2)cc(C(N)=O)c1	23	6	-1	4	8	-4	0.2	8
Cc1cccc(C)c1NC(=O)C(c1cccs1)N(Cc1ccco1)C(=O)Cn1nnc2ccccc21 (stereo unspecified)	.	.	0	1	17	5	.	-2
CCN(CC)c1ccc(C(=O)NNC(=O)CNC(=O)c2ccco2)cc1	18	-12	.	-3	25	-4	-1.6	.
Cc1ccccc1NC(=O)c1ccc(NS(=O)(=O)c2cc(C(C)(C)C)cc(C)c2C)cc1	-1	-1	.	2	.	-10	2.8	321*
CC(C)Oc1ccc(C(=O)NC2(C(F)(F)F)N=C3SCCN3C2=O)cc1 (stereo unspecified)	-27	11	7	3	-7	2	.	-6
O=C(Cc1ccccc1C(=O)O)Nc1cccc2ccccc12	15	-1	.	1	20	1	-0.9	.
C[C@@H](NC(=O)C[C@H]1CC[C@@H](NC(=O)C2CC2)[C@@H](CO)O1)c1ccccc1	18	-23	-5	2	3	7	0.1	.
O=C(Nc1cccc2ccccc12)c1csc(COCCO)n1	-1	-4	3	0	-2	0	0.9	-4
COc1ccc(-n2nnc3c(=O)n(CC(=O)N4CCCc5ccccc54)cnc32)cc1	.	4	.	2	-22	-5	-0.8	.
Cc1cc(C(F)(F)F)nn1CC(=O)Nc1cccnc1	.	.	7	1	.	1	.	1
COCCN(CC(=O)Nc1cccc(C)c1C)C(=O)c1oc2c(Cl)cccc2c1C	24	10	-6	-1	8	-4	1.8	11
CCC1c2ccc(C)n2CCN1C(=O)Nc1ccccc1OC (stereo unspecified)	.	.	4	-1	16	3	.	1
Cc1cc2nccc(-c3ccccn3)n2n1	6	3	-4	0	4	0	0.4	-2
COc1ccc(NC(=O)CC2SC(N3CCCCC3)=NC2=O)cc1OC (stereo unspecified)	3	.	3	2	9	0	-1.4	-7
CCOc1cc(/C=N/NC(=O)c2cccnc2)ccc1O	32	1	5	0	.	-1	-0.5	-10
CCCc1ccc(OCc2ccc(C(=O)N3CCSCC3)o2)cc1	-10	-2	.	0	-12	0	0.5	2
CCOC(=O)N1CCC(NC(=O)C2CCN(C(=O)N3CC(C)Oc4ccccc43)CC2)CC1 (stereo unspecified)	8	-10	10	0	1	2	.	-1
Cc1ccc(C)c(NS(=O)(=O)c2ccc(-c3coc(C)n3)cc2)c1	3	1	.	0	-4	-5	1.9	0
CCN(CC)CCCn1c(SCC(=O)NCC2CCCO2)nc2ccccc2c1=O (stereo unspecified)	16	4	1	4	-13	6	-2.2	-3

Limited to Statin myotox sup, Cneo AK release and PglD inh, for 4 of the compounds above:
| structure | Statin myotox sup | Cneo AK release | PglD inh |
| --- | --- | --- | --- |
| Cc1ccc(C)c(NS(=O)(=O)c2ccc(-c3coc(C)n3)cc2)c1 | -4 | 0 | -5 |
| CCN(CC)CCCn1c(SCC(=O)NCC2CCCO2)nc2ccccc2c1=O (stereo unspecified) | -13 | 4 | 6 |
| O=C(Nc1ccc(Br)cc1)c1ccc(Br)c(S(=O)(=O)Nc2cccnc2)c1 | . | 5 | -8 |
| COCCN(CC(=O)Nc1cccc(C)c1C)C(=O)c1oc2c(Cl)cccc2c1C | 8 | -1 | -4 |

Carrying on.
SMILES	INS-1E GSIS act	FN deposit inh	PGC1a acetyl inh	Cneo AK release	Statin myotox sup	PglD inh	CFTR F508del cor	miR122 inh
CN(C)Cc1ccc(F)cc1Sc1ccc(Cl)cc1Cl	-23	.	11	2	.	-2	.	-1
COc1ccc2[nH]c3c(c2c1)CN(C)CC3	19	.	.	-1	-2	6	.	-4
CCN(CC)c1ccc(S(=O)(=O)N2CCOCC2)cc1NC(=O)COC(=O)/C=C/c1ccccc1	20	9	13	-1	4	-1	-5.9	4
CC(C)CN(CC(C)C)C(=O)Nc1cccc([N+](=O)[O-])c1	20	-2	4	.	.	.	-0.6	.
COc1ccc(-n2nc(C(=O)NCC(=O)Nc3cc(OC)c(OC)c(OC)c3)c3ccccc3c2=O)cc1	-3	0	.	-2	-5	-5	3.6	-6
COc1cc(/C=C2\SC(=S)N(CCC(=O)N3CCCCC3)C2=O)cc(OC)c1OC	-3	10	.	2	17	2	0.3	-4
Cc1ccc(S(=O)(=O)NN=C(c2ccccc2)c2cccs2)cc1	11	1	-2	-2	5	4	-1.9	.
CCCOc1ccc(N)cc1N	.	.	10	0	-14	-8	.	-5
CC1(C)NC(=O)N(CCCC(=O)Nc2ccc(C(F)(F)F)cc2)C1=O	.	2	13	2	-10	0	-0.6	-4
C[C@@H]1CN([C@@H](C)CO)C(=O)c2c(c3ccccc3n2C)-c2ccccc2CO[C@H]1CN(C)Cc1ccccc1C(F)(F)F	1	-2	-3	.	.	.	0.2	.
COc1ccc(C(C)=O)cc1CSc1nnc2c(Cl)cc(Cl)cn12	.	-2	.	-1	-2	-1	.	2
N#CC1(NC(=O)COC(=O)c2ccccc2SCC(=O)N2CCCC2)CCCCC1	-6	2	.	7	7	-3	3.0	-5
CCOC(=O)c1sc(NC(=O)c2cc(-c3cccc(O)c3)on2)c(C(=O)OCC)c1C	15	0	10	-3	6	-2	-4.4	6
O=C(c1ccc(F)cc1)N1CC[C@@H]2[C@@H](CO)Nc3ccc(-c4ccccc4F)cc3[C@@H]21	-4	-9	-35	5	-4	-2	-3.5	58[16.7 µM]
CCOC(=O)CSc1nc2cc(C)ccc2cc1C#N	.	4	-8	0	7	-2	.	30
Cc1c(C(=O)NCC2CCCO2)oc2ccc(Br)cc12 (stereo unspecified)	29	5	.	-1	.	0	2.1	.
Cc1cc(C(=O)Cn2nnc3ccccc3c2=O)c(C)n1-c1c(C)n(C)n(-c2ccccc2)c1=O	.	.	-3	0	8	4	.	0
O=c1c(CN2CCN(Cc3ccccc3)CC2)coc2ccc(Cl)cc12	-8	-6	-18	-3	-14	2	.	0
CC(C)(C)C(=O)Nc1ccc(C(=O)CSc2nnc(C3CC3)n2C2CC2)cc1	-18	3	-8	-2	2	1	-0.3	-9
C[C@@H]1CN([C@H](C)CO)C(=O)c2cccc(NS(=O)(=O)c3ccc(F)cc3)c2O[C@H]1CN(C)C(=O)Nc1ccccc1	3	.	4	-4	5	-4	-4.0	-2[16.7 µM]

6 compounds from above, arranged by molar mass, high to low:
SMILES	INS-1E GSIS act	FN deposit inh	PGC1a acetyl inh	Cneo AK release	Statin myotox sup	PglD inh	CFTR F508del cor	miR122 inh
COc1cc(/C=C2\SC(=S)N(CCC(=O)N3CCCCC3)C2=O)cc(OC)c1OC	-3	10	.	2	17	2	0.3	-4
CCOC(=O)c1sc(NC(=O)c2cc(-c3cccc(O)c3)on2)c(C(=O)OCC)c1C	15	0	10	-3	6	-2	-4.4	6
CC(C)(C)C(=O)Nc1ccc(C(=O)CSc2nnc(C3CC3)n2C2CC2)cc1	-18	3	-8	-2	2	1	-0.3	-9
COc1ccc(C(C)=O)cc1CSc1nnc2c(Cl)cc(Cl)cn12	.	-2	.	-1	-2	-1	.	2
CC1(C)NC(=O)N(CCCC(=O)Nc2ccc(C(F)(F)F)cc2)C1=O	.	2	13	2	-10	0	-0.6	-4
CCOC(=O)CSc1nc2cc(C)ccc2cc1C#N	.	4	-8	0	7	-2	.	30

Continuation:
SMILES	INS-1E GSIS act	FN deposit inh	PGC1a acetyl inh	Cneo AK release	Statin myotox sup	PglD inh	CFTR F508del cor	miR122 inh
COc1ccc(CN2C[C@@H](O)COC[C@H]3O[C@H](CC(=O)NCCN4CCCC4)CC[C@@H]32)cc1	-4	2	10	2	-4	2	-1.1	-2[16.7 µM]
CCCCn1c(N)c(N(CC)C(=O)c2cccc(C)c2)c(=O)[nH]c1=O	6	2	-5	-3	1	1	0.0	-12
Cc1cccc(NC(=O)c2sc(Cl)nc2-c2ccccc2)c1	.	.	-24	3	24	-3	.	4
Cc1nc([N+](=O)[O-])cn1Cc1cccc([N+](=O)[O-])c1	0	1	8	.	.	.	-2.8	.
C[C@H]1CN([C@@H](C)CO)C(=O)c2cccc(NS(=O)(=O)c3cn(C)cn3)c2O[C@@H]1CN(C)C(=O)Nc1ccc2c(c1)OCO2	19	.	-3	-3	2	3	-1.2	-2[16.7 µM]
Cc1cc(NC(=O)CCS(=O)(=O)c2nc(-c3ccccc3)cc(C(F)(F)F)n2)no1	.	.	90*	-1	.	6	.	21
COC(=O)C1=C(O)CSC1=Nc1cccc(C(F)(F)F)c1	.	-5	2	-1	7	3	.	4
CCOC(=O)c1c(C)n(-c2ccc(C)cc2)c2c(CC(C)=O)c(Br)c(OC)c(O)c12	.	.	1	3	.	-5	.	2
O=C(c1ccc([N+](=O)[O-])cc1)N1CCSC1c1cccc(Cl)c1 (stereo unspecified)	-2	-3	-10	.	.	.	-1.2	.
CSc1nc(Cl)cc(N(CCO)CCO)n1	.	.	6	2	-9	7	.	2
CCC1=C(OC(=O)N(CC)CC)N2C(=O)OC(=NCCc3c[nH]c4ccccc34)[C@]2(Cc2ccccc2)[C@H]2C1=CC[C@H]1C(=O)N(CC(=O)OC)C(=O)[C@H]12	.	-20	.	0	-2	1	0.6	.
O=C(c1c(F)cccc1F)N1CCC(O)(c2ccc(F)cc2)CC1	.	-3	24	1	-9	0	-0.9	4
Cn1c(=O)cc(OCCCC(=O)NCCCN2CCN(Cc3ccccc3)CC2)c2ccccc21	.	-22	-16	-1	-7	-2	.	7
COCC#Cc1cnc2c(c1)C(=O)N([C@@H](C)CO)C[C@@H](C)[C@@H](CN(C)S(=O)(=O)c1cccc(OC)c1)O2	15	.	-3	-5	-14	3	-1.0	4[16.7 µM]
Cc1noc(C)c1NC(=O)Nc1ccc2c(c1)C(=O)N([C@@H](C)CO)C[C@H](C)[C@@H](CN(C)Cc1ccc(Oc3ccccc3)cc1)O2	16	.	4	0	23	-4	-1.6	-13[16.7 µM]
C[C@H]1CN([C@@H](C)CO)C(=O)c2cccc(N(C)C)c2O[C@H]1CN(C)C(=O)Nc1ccccc1	9	3	3	-2	-16	8	2.0	-2[16.7 µM]
CCn1c(CSCc2ccc(Cl)cc2)n[nH]c1=S	0	-9	-17	.	.	.	1.6	.
O=C(NC(=S)Nc1cccnc1)c1cccc(Cl)c1	-3	0	6	1	1	-7	-1.8	0
CSC(=NC#N)N1CCN(c2c(C)cccc2C)CC1	-7	-3	-17	0	6	4	2.9	-5
Cc1cc(C)n(CCc2nc(-c3ccc(C(C)(C)C)cc3)cs2)n1	-12	-11	19	5	24	6	.	-7
N#Cc1ccc(CSc2ncnc3c2cnn3Cc2ccccc2)cc1	.	.	-11	-2	-4	3	.	-7
C/C=C/c1ccc2c(c1)O[C@@H](CN(C)C(=O)c1cccnc1)[C@@H](C)CN([C@H](C)CO)S2(=O)=O	17	.	-1	-6	1	0	1.2	4[16.7 µM]
